S1P4 agonist = human S1P4 receptor agonism; O95977; S1P4-expressing cell line, agonist reporter assay; activation, % at 4.98 µM; hit rate 0.35% among 220,000; AID 1509; in the data active = activation above about 11%;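 note: 0% = DMSO vehicle and 100% = reference agonist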
EP2 antag = inhibitors of human EP2 prostaglandin E2 receptor | inhibition, % at 25 µM | hit rate 0.52% among 260,000 | C6 glioma cells expressing human EP2, cAMP TR-FRET; cells stimulated with saturating PGE2;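 active = percent inhibition above 40 after rounding to a whole number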;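 note: rat C6 glioma host cells with rolipram phosphodiesterase inhibitor present; the protocol text gives 20 µM as final concentration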
NPY2 pot ag = human NPY-Y2 potentiation or agonism, primary screen. P49146. cells expressing NPY-Y2, potentiator/agonist read-out. activation, % at 3.6 µM. hit rate 0.45% among 220,000. AID 1359; in the data active = activation above about 27%;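 note: cells stimulated with NPY near EC25 plus isoproterenol at EC100; 0% = vehicle plus submaximal agonist and 100% = vehicle plus saturating agonist; some results beyond the cut were filed as inactive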
S1P4 antag = antagonists of human S1P4 receptor. O95977. S1P4-expressing cells, antagonist mode, reporter read-out. inhibition, % at 4.98 µM. hit rate 0.26% among 220,000. AID 1510; in the data active = inhibition above about 29%;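 note: 0% = wells stimulated with agonist and 100% = vehicle wells without agonist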
EP2 modulator = modulates human prostaglandin E2 receptor EP2 signaling. hit rate 0.83% among 260,000. P43116. EP2-expressing cells, cAMP HTRF FRET, PGE2 co-stimulation. induction, % at 25 µM;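 active = compounds whose cAMP rise, as percent of the full-agonist control response, exceeds 60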;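 note: rat C6 glioma line stably carrying human EP2 under a CMV promoter; the protocol text gives 20 µM as final concentration; 100% = response of wells given 1 µM PGE2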
p97 ATPase inh = human p97 ATPase inhibition. inhibition, % at 8 µM. AID 1481. recombinant p97 ATPase, Kinase-Glo ATP luminescence, 3 h. P55072. hit rate 0.42% among 220,000; in the data active = inhibition above about 15%;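 note: 0% = DMSO vehicle and 100% = wells lacking enzyme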
NPY-Y1 PAM-ag = potentiates or activates human NPY-Y1 receptor | hit rate 0.37% among 220,000 | P25929 | activation, % at 3.6 µM | NPY-Y1 expressing cells, potentiator/agonist activation; in the data active = activation above about 33%, passing the limit was not always enough;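 note: cells stimulated with NPY at EC10 then isoproterenol at EC100; 0% = low agonist plus stimulus and 100% = saturating agonist plus stimulus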
NPY Y1 blocker = blocks the human neuropeptide Y Y1 receptor. HEK293-CNG Y1 cells, membrane potential fluorescence; NPY at EC95, then isoproterenol. inhibition, % at 3.6 µM. hit rate 1% among 200,000;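 active = inhibition above the campaign mean inhibition of all tested compounds plus 3 SD, cut at about 20% in these data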;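 note: 0% = DMSO wells given NPY plus isoproterenol and 100% = isoproterenol alone without NPY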
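Assay system: HEK293 cells with Y1 receptor plus CNG channel | Probe or stimulus: NPY (25 nM), isoproterenol (1 µM), Ro 20-1724 (25 µM) | Timing: Compound incubation 1 h at room temperature, readout 45 min post-stimulation | Measured by: Membrane-potential fluorescent dye readout | Benchmarks: High control isoproterenol alone, low control NPY with isoproterenol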
eIF4E 4G PPI = blocks eIF4E binding to eIF4G; P63073+Q04637; TR-FRET eIF4E-eIF4GI(517-606) binding, 2 h; inhibition, % at 21.7 µM; hit rate 0.37% among 220,000;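 active = inhibition above about 30%, limit read from the data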;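 note: 0% = full FRET control wells and 100% = background wells lacking eIF4GI fragment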
Target sequence (P63073 whole entry, looked up, the tested form may be a part): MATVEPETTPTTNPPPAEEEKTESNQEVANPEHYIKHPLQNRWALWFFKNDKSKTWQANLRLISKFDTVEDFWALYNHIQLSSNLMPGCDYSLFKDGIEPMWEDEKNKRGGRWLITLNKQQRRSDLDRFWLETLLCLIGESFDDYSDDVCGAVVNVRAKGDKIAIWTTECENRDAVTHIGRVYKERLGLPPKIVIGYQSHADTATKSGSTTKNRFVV
Target sequence (Q04637 whole entry, looked up, the tested form may be a part): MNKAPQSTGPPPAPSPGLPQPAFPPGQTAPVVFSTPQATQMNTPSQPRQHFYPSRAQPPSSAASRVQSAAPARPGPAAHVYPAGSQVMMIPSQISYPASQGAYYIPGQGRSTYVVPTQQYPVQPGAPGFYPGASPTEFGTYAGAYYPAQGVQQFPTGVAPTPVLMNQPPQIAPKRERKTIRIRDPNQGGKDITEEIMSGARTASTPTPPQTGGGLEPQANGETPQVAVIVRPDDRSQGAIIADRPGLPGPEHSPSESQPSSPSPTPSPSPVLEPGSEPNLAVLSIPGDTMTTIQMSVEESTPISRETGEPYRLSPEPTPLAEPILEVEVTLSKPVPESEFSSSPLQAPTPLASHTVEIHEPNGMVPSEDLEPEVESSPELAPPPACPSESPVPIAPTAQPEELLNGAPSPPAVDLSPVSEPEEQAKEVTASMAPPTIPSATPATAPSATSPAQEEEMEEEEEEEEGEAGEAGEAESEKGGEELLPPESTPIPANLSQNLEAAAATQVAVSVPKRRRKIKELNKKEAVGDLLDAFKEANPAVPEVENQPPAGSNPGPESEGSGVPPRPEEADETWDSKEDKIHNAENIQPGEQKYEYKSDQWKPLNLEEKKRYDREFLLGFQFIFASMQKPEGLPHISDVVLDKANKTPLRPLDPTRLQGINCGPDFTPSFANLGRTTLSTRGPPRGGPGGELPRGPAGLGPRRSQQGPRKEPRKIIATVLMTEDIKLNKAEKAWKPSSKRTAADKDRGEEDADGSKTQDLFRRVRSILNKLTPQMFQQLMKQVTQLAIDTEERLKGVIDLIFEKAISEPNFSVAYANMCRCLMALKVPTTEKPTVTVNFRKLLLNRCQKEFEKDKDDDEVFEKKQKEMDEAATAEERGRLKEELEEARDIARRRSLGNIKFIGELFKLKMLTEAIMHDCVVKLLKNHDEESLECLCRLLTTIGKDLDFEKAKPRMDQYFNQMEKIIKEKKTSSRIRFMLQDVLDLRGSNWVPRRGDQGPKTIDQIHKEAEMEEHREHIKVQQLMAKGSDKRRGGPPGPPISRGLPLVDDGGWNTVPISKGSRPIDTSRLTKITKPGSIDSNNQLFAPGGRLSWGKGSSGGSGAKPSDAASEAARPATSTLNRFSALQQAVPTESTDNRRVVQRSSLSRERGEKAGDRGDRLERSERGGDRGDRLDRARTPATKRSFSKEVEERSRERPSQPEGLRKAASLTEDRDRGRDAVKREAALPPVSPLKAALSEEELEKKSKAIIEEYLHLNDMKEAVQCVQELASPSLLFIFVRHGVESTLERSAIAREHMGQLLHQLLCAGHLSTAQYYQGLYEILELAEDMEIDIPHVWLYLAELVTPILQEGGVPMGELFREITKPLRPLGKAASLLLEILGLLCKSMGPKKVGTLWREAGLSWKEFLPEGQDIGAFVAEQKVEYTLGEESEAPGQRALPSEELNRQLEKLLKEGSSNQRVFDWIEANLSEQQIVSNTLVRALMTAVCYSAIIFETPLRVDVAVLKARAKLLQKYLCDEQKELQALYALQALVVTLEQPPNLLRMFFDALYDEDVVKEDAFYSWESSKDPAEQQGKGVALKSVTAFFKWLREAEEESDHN
* = called active by the depositor; · = not tested or not shown; [ ] = dose if it differs, or a comment. An excerpt (hit frequency here may not be typical).

item	compound	S1P4 agonist	EP2 antag	NPY2 pot ag	S1P4 antag	EP2 modulator	p97 ATPase inh	NPY-Y1 PAM-ag	NPY Y1 blocker	eIF4E 4G PPI
1	O=C(NCCOc1nc(N2CCOCC2)nc(N2CCOCC2)n1)Nc1ccc(Cl)cc1	1.5	4.8	1.4	-0.1	26.0	-0.2	8.1	6.0	4.7
2	C/C(CCc1ccc2c(c1)OCO2)=N\NC(=O)c1ccccc1Br	0.2	4.4	-6.0	-21.4	-13.5	-3.2	-9.1	6.4	-0.8
3	COc1ccc(Cc2nnc(NC(=O)c3cccc([N+](=O)[O-])c3)s2)cc1	3.0	5.8	9.0	5.6	6.0	5.0	0.8	-3.0	1.1
4	Cc1ccc(S(=O)(=O)N2CCN=C2SCc2cccnc2)cc1	-0.1	12.2	5.3	-4.1	-6.0	-2.3	-6.0	-0.6	-0.3
5	Cn1c(=O)c2c(nc(N3CCc4ccccc4C3)n2Cc2ccccc2F)n(C)c1=O	-2.3	9.3	-1.6	-11.9	50.4	1.2	-3.7	4.5	-2.1
6	CC(=O)Nc1ccc(CN2CCN(Cc3ccc(F)c(F)c3)C(CCO)C2)cc1 (stereo unspecified)	-0.1	5.5	-10.3	-11.0	16.0	-1.2	24.7	5.1	-0.9
7	N#CC(=C1N=c2ccccc2=N1)c1c(O)[nH]c2ccccc12	-0.7	10.1	3.1	-4.5	1.9	2.4	9.7	1.0	-3.4
8	COc1cc(S(=O)(=O)n2c(C)nc3ccccc32)ccc1F	-0.5	11.7	-13.8	-21.3	30.9	4.0	0.1	-3.7	8.4
9	COc1ccc(NC(=O)CSC2=NC(=O)CC(C)=N2)cc1	0.9	11.1	2.4	-3.0	-1.6	7.5	8.0	1.9	0.1
10	COCc1cc(Sc2ccc(Br)cc2)nc(-c2ccccc2)n1	-2.3	15.1	-11.3	0.8	45.2	-1.2	-13.5	8.8	-5.4
11	CC(C)(C)CC(=O)Nc1cc(S(=O)(=O)N2CCCCCC2)ccc1Cl	4.5	16.1	0.4	2.8	9.6	0.5	-15.7	-0.6	2.0[fluorescence artefact?]
12	CCCCCCCCCc1nc2sc3c(c2c(=O)n1NC(=O)c1ccc([N+](=O)[O-])cc1)CC(C)(C)OC3	1.5	2.2	-0.1	-11.2	3.0	6.4	-0.7	7.4	23.8
13	CN1CCC(=C(c2ccc(Cl)cc2)c2ccccn2)CC1	0.7	4.9	-19.4	6.3	12.8	1.3	-16.6	·	0.8
14	Clc1ccc(CNc2nnnn2-c2ccccc2)c(Cl)c1	-0.7	12.9	-9.2	-8.1	-11.8	-8.1	-35.2	10.9	2.2
15	NNC(=O)COc1ccc(-c2n[nH]c(C(F)(F)F)c2-c2ccc(Br)cc2)c(O)c1	-0.7	14.4	20.1	-4.8	-8.3	13.5	30.3	-4.8	3.5
16	Cc1[nH][nH]c(=O)c1C=NCc1ccc(Cl)cc1	2.7	7.4	-6.3	-0.2	-4.9	6.9	11.4	-2.9	-1.3
17	O=C(Nc1cccc(Cl)c1)Nc1cccc(Cl)c1	0.3	9.0	19.6	-22.3	-65.9	-4.6	9.0	-3.3	0.4[fluorescence artefact?]
18	FC(F)(F)c1nc(N2CCCC2)ncc1-c1nnnn1-c1ccccc1	0.7	5.7	21.1	-5.6	-17.1	-1.7	15.4	0.8	10.5
19	COCc1c(C#N)c(NCCc2ccccc2)nc(C)c1[N+](=O)[O-]	0.1	10.5	-3.7	-4.2	7.9	-2.6	-8.7	-1.0	3.0
20	Cc1c(NC(=O)c2cccs2)cccc1C(=O)O	1.0	7.3	1.9	1.2	13.0	-0.7	5.0	-1.9	-6.5
21	O=C(COC(=O)/C=C/c1ccc(F)cc1)Nc1cc(C(F)(F)F)ccc1N1CCOCC1	0.2	11.1	-9.3	-6.7	4.9	-2.5	-0.1	5.7	2.2[fluorescence artefact?]
22	COc1ccc(C(=O)N(Cc2nc(-c3ccc(C)cc3)no2)C2CCCCC2)cc1OC	1.4	14.9	-2.7	4.9	0.2	-7.1	-8.1	14.8	-4.7
23	Cc1ccccc1OCC(=O)Nc1ccc2c(c1)OCO2	0.0	·	8.8	-2.8	-18.8	3.2	17.6	6.8	2.4
24	N#CC1=C(N)N(c2ccccc2)C2=C(C(=O)CCC2)C1c1ccsc1 (stereo unspecified)	-0.3	3.7	3.2	2.1	-19.0	6.9	12.1	5.5	24.3[fluorescence artefact?]
25	N#Cc1ccccc1OCC(=O)NC(=O)NCc1ccccc1	1.3	1.9	-5.6	6.6	-15.5	2.5	14.7	0.7	-1.7

Reprinted: nos. 10–11
item	compound	S1P4 agonist	EP2 antag	NPY2 pot ag	S1P4 antag	EP2 modulator	p97 ATPase inh	NPY-Y1 PAM-ag	NPY Y1 blocker	eIF4E 4G PPI
10	COCc1cc(Sc2ccc(Br)cc2)nc(-c2ccccc2)n1	-2.3	15.1	-11.3	0.8	45.2	-1.2	-13.5	8.8	-5.4
11	CC(C)(C)CC(=O)Nc1cc(S(=O)(=O)N2CCCCCC2)ccc1Cl	4.5	16.1	0.4	2.8	9.6	0.5	-15.7	-0.6	2.0[fluorescence artefact?]

Later entries.
item	compound	S1P4 agonist	EP2 antag	NPY2 pot ag	S1P4 antag	EP2 modulator	p97 ATPase inh	NPY-Y1 PAM-ag	NPY Y1 blocker	eIF4E 4G PPI
26	Clc1ccc2c(N/N=C/c3cccc(Br)c3)ccnc2c1	0.5	7.9	10.0	-11.0	-17.2	3.0	15.9	3.9	5.9
27	Cc1cc(C)n2cc(CSCc3ccccc3)nc2n1	-0.6	2.4	9.8	-15.7	14.5	-6.9	-2.7	6.8	0.3
28	O=C(c1cnc2n(c1=O)CCS2)N1CCN(C(c2ccccc2)c2ccc(Cl)cc2)CC1 (stereo unspecified)	3.8	13.1	15.3	-31.9	-13.2	3.0	26.5	1.9	-6.0[fluorescence artefact?]
29	CCOC(=O)NC(=O)CSc1cc(C)c2cc(C)cc(C)c2n1	0.3	14.1	-15.6	-37.5	49.4	-0.2	-19.5	12.8	1.4
30	CCCCC(CCC(=O)Nc1ccc(C(=O)OC)cc1)C(=O)O (stereo unspecified)	0.0	10.9	-7.5	-8.7	29.5	0.2	-12.7	9.3	-1.0[fluorescence artefact?]
31	NS(=O)(=O)c1cccc(NC(=O)COC(=O)c2cc(-c3ccc(Cl)cc3)nc3ccccc23)c1	0.2	8.0	12.0	-18.5	-8.9	5.3	6.7	-3.2	7.4
32	COc1ccc(CCNC(=O)C(CC(C)C)NC(N)=O)cc1 (stereo unspecified)	0.5	4.7	0.3	-3.2	-1.6	4.7	10.8	-4.5	-1.1
33	COC(=O)CSC1=C(C#N)C(c2ccc(F)cc2)CC(=O)N1 (stereo unspecified)	2.2	6.8	10.9	-14.0	25.4	-3.3	-2.4	-2.8	-1.7
34	C=CCNC(=O)c1cc(-c2ccc(Br)cc2)on1	0.6	·	1.5	7.1	-13.6	0.8	-2.0	0.5	3.8
35	CCOC(=O)c1c(NC(=O)CSC2=NN3CCCC(=O)N=C3S2)sc2c1CCCCC2	1.9	5.6	7.4	-2.7	22.7	1.0	0.0	2.9	4.4
36	Cc1nnc(-c2cnn(-c3ccccc3)c2N)n1Cc1ccc(F)cc1	-0.5	2.7	-13.7	-8.2	4.4	-2.8	-9.3	4.3	-1.8
37	CCC(NC(=O)c1ccccc1NC(=O)c1ccco1)C(=O)NNC(=O)c1ccc(OC)cc1 (stereo unspecified)	-0.7	-0.8	-6.6	-16.7	-3.1	3.4	-39.0	-3.9	4.3[fluorescence artefact?]
38	O=S(=O)(c1ccc(Oc2ccc(S(=O)(=O)N3CCOCC3)cc2)cc1)N1CCOCC1	-2.7	8.4	2.6	-8.6	12.8	-6.8	-14.8	-1.5	-15.5
39	COc1ccccc1-c1nnc2sc(-c3cnccn3)nn12	0.7	16.6	-9.9	-4.4	19.5	1.1	3.2	1.6	7.0
40	Cc1nc2sc(-c3ccccc3)nn2c(=O)c1Br	2.3	1.6	-2.0	19.2	2.4	0.6	-20.7	-1.7	3.5[fluorescence artefact?]
41	CCn1cc(C(=O)N2CCOCC2)c(=O)c2cc(S(=O)(=O)N(C)C3CCCCC3)ccc21	1.7	10.3	-3.4	-12.9	16.7	4.0	6.0	0.0	3.1
42	Nc1nnn(CC(=O)N/N=C/c2cccc(Cl)c2)n1	2.1	5.5	5.3	-18.5	-37.5	1.4	-0.8	·	3.0
43	COCCSc1ccccc1C(=O)Nc1ccc2c(c1)OCCO2	3.4	9.2	-0.7	1.1	25.8	-2.9	-13.9	-1.3	0.2
44	CCN(CC)C(=O)CCSc1nnc(-c2ccco2)o1	-0.8	3.0	-4.1	14.9	8.2	5.1	7.4	1.6	-5.2
45	COC(=O)NC1(C(F)(F)F)NC(=O)N(C2CCCCC2)C1=O (stereo unspecified)	-1.5	15.3	0.5	-4.8	7.4	-5.7	26.5	0.5	6.5
46	Cc1nc(NC(=O)/C=C/c2ccccc2)sc1C(=O)N1CCCCC1	-0.4	6.9	-35.9	8.4	-41.9	-7.4	-22.1	9.2	1.7
47	CCOC(=O)c1cc(-c2ccc(C)cc2)n(CCC(=O)NCCN(C)C)c1C	-0.5	5.8	8.0	5.7	-13.3	-4.7	23.3	-0.8	-1.3
48	Cc1ccc2cc(CCNC(=O)c3ccc(S(=O)(=O)N4CCCCC4)cc3)c(=O)[nH]c2c1	0.7	3.1	4.4	-6.5	-17.2	4.9	3.7	4.6	-1.3
49	CCc1cccc(CC)c1-n1c(-c2cccnc2)n[nH]c1=S	-0.2	2.4	-5.1	2.1	18.5	-1.3	-14.0	2.8	0.9
50	CCN(CC)c1ccc(NC(=O)COc2ccc(C#N)cc2)cc1S(=O)(=O)Nc1ccc(OC)cc1	1.1	7.7	7.7	-5.7	17.8	6.4	-17.8	-2.8	-4.8[fluorescence artefact?]
51	CC(C)(C)n1nnnc1C(c1cccs1)N(Cc1ccccc1)Cc1cccnc1 (stereo unspecified)	7.4	11.8	-22.1	-3.3	5.8	-2.3	-11.0	25.7*	3.0
52	Cn1c(=O)c2c(nc(NCCCN3CCOCC3)n2Cc2cccc(Cl)c2)n(C)c1=O	-0.6	6.5	7.0	-11.5	·	-0.7	-25.6	11.1	·
53	CCOc1ccc(NC(=O)CCN2CCN(S(=O)(=O)c3cc(Cl)ccc3OC)CC2)cc1	-0.9	16.1	13.6	2.2	-8.6	-10.8	38.5	-9.6	5.1

Bioassay records from PubChem.
